GPR55 activation – GPR55 agonists via beta-arrestin recruitment, primary screen, imaging, U2OS cells, beta-arrestin-GFP redistribution (AID 1961); activation, % at 10 µM; hits with a dose series show EC50 in µM; U2OS GPR55 beta-arrestin-GFP redistribution imaging; higher % means a stronger effect; actives 0.048% (n = 290,000);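 active = activation above 40% with more than 50 cells counted in the well; inconclusive = wells holding fewer than 50 cells, flagged as toxic or sparse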;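 also: U2OS osteosarcoma cells stably expressing GPR55 and beta-arrestin-GFP; plate controls were DMSO negative control for no effect and LPI positive control for full effect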
GPR55 antagonists – GPR55 antagonists blocking LPI-driven arrestin recruitment, primary screen, imaging, U2OS, beta-arrestin-GFP, LPI agonist (AID 2013). G-protein coupled receptor 55 (Homo sapiens). inhibition, % at 10 µM, or IC50 in µM where a hit was titrated. actives 0.13% (n = 290,000). U2OS GPR55 beta-arrestin-GFP translocation imaging, LPI antagonism; higher % means a stronger effect;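 active = spots per cell inhibited over 60%, with over 100 cells counted and total cytoplasm intensity under 500,000; inconclusive = wells with under 100 cells, flagged as likely toxic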;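 also: U2OS cells stably carrying GPR55 and arrestin-GFP stimulated by 5 µM LPI near EC80; imaged beta-arrestin-GFP aggregate spots per cell after agonist stimulation; plate controls were LPI-stimulated DMSO wells for no effect and DMSO wells without LPI for full effect; some results filed as inactive read as strong as hits; confirmed hits need IC50 under 10 µM and bright autofluorescent wells are also inconclusive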
MgcRacGAP inhibition – MgcRacGAP GTPase-activating activity inhibitors, confirmation, biochemical, ADP Hunter fluorescence; actives 0.6% (n = 340,000); MgcRacGAP-stimulated Rac1 GTP hydrolysis, ADP Hunter fluorescence; higher % means a stronger effect; GST-tagged Rac1 F28L mutant substrate; Rac GTPase-activating protein 1 (Homo sapiens); inhibition, % at 30 µM, or IC50 in µM where a hit was titrated;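 active = first-screen hits whose inhibition reached a set limit at any dose in the follow-up dose series; inconclusive = inhibition above the set first-screen limit but never retested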;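 also: fluorescence reports GDP produced by GAP-driven GTP hydrolysis; strong numbers were not always called active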
NTR1 agonist – agonists of NTR1, primary screen, imaging, U2OS cells, beta-arrestin-GFP, high content (AID 493036); Neurotensin receptor type 1 (Homo sapiens), P30989; NTR1-U2OS beta-arrestin-GFP spot imaging, agonist mode; activation, % at 20 µM; actives 0.17% (n = 330,000);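 active = activation at or above 40% of the spot to cytoplasm intensity ratio, with at least 20 cells analyzed; inconclusive = wells under 20 cells, flagged as cytotoxic or low count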;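 also: 0% = DMSO without peptide and 100% = 100 nM NTR1 peptide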
Target sequence (P30989 whole entry, looked up): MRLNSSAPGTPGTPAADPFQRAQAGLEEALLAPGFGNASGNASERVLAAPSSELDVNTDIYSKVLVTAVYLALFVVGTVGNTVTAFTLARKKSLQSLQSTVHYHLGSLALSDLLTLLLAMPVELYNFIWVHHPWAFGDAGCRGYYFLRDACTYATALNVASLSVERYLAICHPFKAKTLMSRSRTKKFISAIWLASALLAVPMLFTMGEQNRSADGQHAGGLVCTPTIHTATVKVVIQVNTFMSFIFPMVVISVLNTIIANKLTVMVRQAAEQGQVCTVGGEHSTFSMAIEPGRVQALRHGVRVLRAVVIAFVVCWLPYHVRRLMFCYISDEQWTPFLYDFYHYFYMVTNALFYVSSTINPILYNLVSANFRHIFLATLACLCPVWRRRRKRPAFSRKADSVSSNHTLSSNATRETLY
Large T inhibition – SV40 large T antigen inhibitors, biochemical (AID 1903); SV40 large T antigen ATPase/helicase inhibition assay; higher % means a stronger effect; inhibition, % at 20 µM, or IC50 in µM where a hit was titrated; actives 0.39% (n = 310,000); in the data active = a potency from the dose series; inconclusive = inhibition mostly from about 32% at the one dose, without a potency; inactive = the rest, 99 in 100 with inhibition below about 32%; also: strong numbers were not always called active
T cell modulator – modulators of CD8 T cell-vesicle binding, primary screen, mouse 2C CD8+ T cells, flow cytometry. actives 0.068% (n = 330,000). 2C CD8+ T cell-vesicle binding; hits give low values. AID 2052, 2009. calls only at 7 µM;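 active = response, share of CD8 T cells binding vesicles, and their 90th percentile fluorescence all below set limits, cut at about 80% in these data, passing the limit was not always enough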
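Incubation: binding step 1.5 h, 37 °C, antibody labelling 20 min, ice; system: murine 2C transgenic CD8+ T lymphocytes; technique: cytometric PE anti-B7-1 and Alexa647 anti-CD8 signals after 1% paraformaldehyde fixation; also added: QL9-charged Drosophila Ld/ICAM-1/B7-1 vesicles; control set: naked versus QL9-loaded vesicles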
LYP inhibition – inhibitors of LYP phosphatase, biochemical, fluorescence intensity, uHTS (AID 1779) | Tyrosine-protein phosphatase non-receptor type 22 (Homo sapiens) | inhibition, % at 11.5 µM, or IC50 in µM where a hit was titrated | actives 0.054% (n = 290,000) | recombinant LYP phosphatase, fluorescence intensity; higher % means a stronger effect; in the data active = inhibition above about 50%;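 also: plate controls were vehicle with enzyme for no effect and no enzyme for full effect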
Hep lipid drop – inhibitors of hepatocyte lipid droplet formation, primary screen, imaging, high-throughput imaging, BODIPY stain | AML12 mouse hepatocytes, oleate lipid droplets | inhibition, % at 6.5 µM | actives 0.4% (n = 240,000) | AID 1656, 2009;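 active = lipid droplet intensity inhibited by at least 50%, with more than 500 cells counted; inconclusive = wells with under 300 cells, treated as cytotoxic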
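Material: mouse AML12 hepatocyte cell line, fixed after treatment; Timing: compound with oleate, overnight; Technique: high-content imaging of BODIPY-stained droplets and DAPI nuclei; Probe or stimulus: oleate, 100 µM final; Dosing: compound at 6.5 µM only.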
GPR35 arrestin U2OS – GPR35 antagonists blocking zaprinast-driven arrestin recruitment, primary screen, imaging, U2OS, beta-arrestin-GFP, zaprinast agonist (AID 2058); G-protein coupled receptor 35 (Homo sapiens); U2OS GPR35 beta-arrestin-GFP translocation imaging, zaprinast antagonism; higher % means a stronger effect; one-dose inhibition, % at 10 µM; IC50 in µM for titrated hits; actives 0.052% (n = 290,000);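 active = inhibition of at least 50% with at least 30 cells and total cytoplasm GFP at most 10,000,000; inconclusive = under 30 cells or total GFP of 10,000,000 plus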
Hep lipid drop cells 6.5 µM – second read-out of Hep lipid drop, no call of its own (marks repeat the call); cell count; measured here: cell count, cytotoxicity flag;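 cells counted across two imaged fields per well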
T cell modulator vesicle-bound % – further read-out of T cell modulator, marked with its call; double positive events, %; measured here: CD8+ vesicle-bound cell fraction;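 binding gate set so that unloaded-vesicle control wells show 10% double positive cells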
NTR1 agonist cell count 20 µM – also measured in NTR1 agonist; calls as there; cell count; measured here: cell count, cytotoxicity flag
* marks the source's active call; other numbers are inactive results; i = inactive; ? = inconclusive; nt = not tested or not shown.

SMILES	GPR55 activation	GPR55 antagonists	MgcRacGAP inhibition	NTR1 agonist	NTR1 agonist cell count 20 µM	Large T inhibition	T cell modulator	T cell modulator vesicle-bound %	LYP inhibition	Hep lipid drop	Hep lipid drop cells 6.5 µM	GPR35 arrestin U2OS
CN1CCN/C1=C(/C(Cl)=C(Cl)Cl)[N+](=O)[O-]	0.1%	17.4%	6.9%	0.9	38	17.6%	i	25.0	0.0%	4.0	726	1.1%
O=C(COC(=O)Cc1ccc(F)cc1)NCCc1ccccc1	nt	nt	-6.3%	-0.1	70	0.5%	i	18.0	nt	nt	nt	nt
O=C(O)C1CSC2(c3ccc(Br)cc3)CCC(=O)N12 (stereo not given)	-0.5%	-3.3%	1.0%	0.8	35	-2.6%	i	59.7	-3.5%	8.8	701	-1.7%
O=C(C(=O)N1CCN(c2cccc(Cl)c2)CC1)N1CCCCC1	0.1%	14.7%	3.6%	1.3	55	5.6%	i	55.9	-2.2%	-0.2	699	-11.6%
O=C(NCc1ccco1)C1CC(O)CN1C(=O)Nc1ccccc1 (stereo not given)	-0.1%	1.8%	6.3%	26.6	45	1.5%	i	13.3	-6.1%	0.7	825	-8.5%
CC(C)C(=O)Nc1cccc(C(=O)N2CCCCC2C)c1 (stereo not given)	-0.1%	8.0%	2.0%	3.7	56	9.6%	i	22.2	-8.3%	-15.7	751	6.6%
Oc1cccc2ccc(/C=C/c3c(F)cccc3Cl)nc12	-0.1%	-3.9%	7.6%	5.6	47	4.2%	i	48.2	9.9%	-8.4	679	5.4%
CC(/C=N/Nc1nc2ccccc2[nH]1)=C\c1ccccc1	0.3%	-8.8%	10.9%	3.9	84	27.4%	i	28.8	2.7%	10.9	676	7.8%
COc1ccc(CCNS(=O)(=O)c2cccc([N+](=O)[O-])c2)cc1OC	-0.1%	8.3%	4.9%	-1.0	48	7.1%	i	54.3	-8.2%	-7.5	784	-8.0%
O=C(CCCN1C(=O)c2cccc3cccc(c23)C1=O)N1CCN(c2ncccn2)CC1	0.6%	-16.0%	7.8%	0.2	94	6.1%	i	50.2	-2.9%	10.9	694	3.4%
Nn1c(SCC(=O)N2CCCc3ccccc32)nnc1-c1ccc(Cl)cc1	-0.2%	3.0%	-4.8%	-1.5	60	7.2%	i	34.5	-1.1%	nt	nt	-14.0%
O=C(COC(=O)/C=C/c1cccs1)Nc1nc(-c2ccccc2)cs1	-0.2%	13.1%	-6.1%	5.4	73	11.2%	i	40.4	-3.6%	1.5	655	5.9%
COc1cc2c(=O)n(CCC(=O)NCC3CCCO3)c(=O)n(CC(=O)Nc3ccc(C)cc3)c2cc1OC (stereo not given)	0.5%	12.5%	4.6%	1.0	59	6.8%	i	17.6	-3.1%	-5.6	820	4.4%
O=C(CSc1ccc2ccccc2n1)c1ccc2c(c1)OCO2	0.3%	-16.3%	-1.5%	-1.6	87	17.8%	i	28.3	-11.1%	4.0	762	12.7%
COCc1cc(CN2CCCC2)c(O)c2ncccc12	0.1%	-6.1%	5.8%	0.4	54	10.4%	i	21.7	-7.6%	nt	nt	28.5%
Cc1cc(OCC(=O)NC2CC(C)(C)NC(C)(C)C2)c(C)cc1Br	0.0%	-20.6%	7.1%	0.6	65	-3.2%	i	8.1	-7.0%	-6.0	719	11.1%
COC(=O)c1ccccc1NC(=S)NC(NC(=O)COc1ccccc1)C(Cl)(Cl)Cl (stereo not given)	-0.1%	-3.0%	8.5%	4.6	89	13.7%	i	47.4	-0.9%	nt	nt	17.2%
CCCCCNC(=O)c1ccc2c(=O)[nH]c3c(C(=O)NCC4CCCO4)sc(=S)n3c2c1 (stereo not given)	-0.1%	4.1%	16.4%	4.4	82	7.0%	i	45.8	4.8%	-2.2	702	-3.2%
CCOc1ccc(Cl)cc1CNc1nnnn1CC	-0.1%	6.0%	9.6%	0.7	60	10.8%	i	23.9	-8.3%	9.0	780	-6.4%
CC(C)C(C)NC(=O)COc1nc2ccccc2nc1N(C)C1CCCCC1 (stereo not given)	-0.3%	1.8%	6.0%	3.6	51	9.5%	i	45.2	-7.6%	-0.4	788	-7.2%
CCCC[C@@H]1CN=C(N)N1CCCC	nt	nt	8.1%	-0.2	98	-2.1%	i	26.2	nt	nt	nt	nt
Cc1ccc(C(=O)COc2cc(O)c3c(=O)cc(-c4ccccc4)oc3c2)cc1	0.1%	2.2%	-1.9%	7.9	64	5.0%	i	55.5	-2.5%	-10.6	765	6.3%
COC(=O)c1cccc(C23CC4(C2)[C@H](CN(Cc2ccc(-c5ccccc5)cc2)[C@@H]4c2ccccc2)C3c2ccc(C(F)(F)F)cc2)c1 (stereo not given in full)	-0.1%	0.3%	nt	-0.6	58	3.2%	i	43.5	1.4%	-1.1	750	-19.0%
COc1cccc(C(=O)NN/C(C)=C/C(=O)C(F)(F)C(F)(F)C(F)(F)F)c1	-0.3%	14.3%	9.1%	-0.5	59	12.9%	i	35.2	3.4%	15.6	693	-1.6%
CC1CCN(CC(=O)NCc2ccccc2)CC1	-0.1%	2.6%	-3.0%	-0.5	71	3.0%	i	27.0	-0.7%	14.2	702	14.6%
The list goes on:
SMILES	GPR55 activation	GPR55 antagonists	MgcRacGAP inhibition	NTR1 agonist	NTR1 agonist cell count 20 µM	Large T inhibition	T cell modulator	T cell modulator vesicle-bound %	LYP inhibition	Hep lipid drop	Hep lipid drop cells 6.5 µM	GPR35 arrestin U2OS
O=C(COc1ccc([N+](=O)[O-])cc1)NNC(=O)Nc1ccc([N+](=O)[O-])cc1	-0.1%	14.4%	6.1%	0.7	52	45.2%	i	21.4	-3.7%	0.3	798	-10.0%
Cc1ccc(S(=O)(=O)/N=C2/C=C(Sc3ncn[nH]3)C(=O)c3ccccc32)c(C)c1	0.3%	9.8%	nt	nt	nt	?	i	51.7	6.9%	-10.0	660	-7.2%
CC(=O)Nc1ccc(N2C(=O)CSC2c2ccccc2[N+](=O)[O-])cc1 (stereo not given)	0.3%	4.5%	9.6%	0.4	48	10.2%	i	48.8	-7.5%	4.3	661	-0.4%
O=C(CCN1C(=O)/C(=C\c2cccs2)SC1=S)Nc1ccccn1	-0.3%	-15.5%	1.1%	3.4	31	5.8%	i	32.3	2.6%	10.8	742	8.2%
O=C(C1CC1)N1CCC(c2nc(-c3ccc(S(=O)(=O)NCC4CCCO4)cc3)no2)CC1 (stereo not given)	0.2%	-0.4%	-4.2%	-2.3	51	-0.2%	i	56.0	1.8%	-25.8	669	-11.3%
COc1ccc(S(=O)(=O)N2CCC(N3CCCCC3)CC2)cc1	0.0%	5.6%	12.6%	-0.2	52	7.7%	i	54.7	-5.7%	nt	nt	2.8%
[N-]=C=C1C(=O)NC(=O)C([n+]2ccc(-c3ccncc3)cc2)C1c1ccccc1C(F)(F)F (stereo not given)	0.1%	-9.0%	3.3%	-0.2	54	26.2%	i	59.0	-3.5%	10.8	719	3.2%
CSCCC(=O)Nc1ccc(C(C)=O)cc1	-0.2%	-0.5%	1.5%	0.6	47	-19.1%	i	28.5	-4.0%	nt	nt	4.2%
COC(=O)/C(=N/Nc1ccccc1C)N1CCCc2ccccc21	0.2%	14.3%	13.0%	0.3	53	16.1%	i	50.1	4.2%	6.0	603	-0.1%
COc1ccc(OC)c(C2/C(=C(/O)c3cnn(-c4ccccc4)c3C)C(=O)C(=O)N2CCN(C)C)c1 (stereo not given)	nt	nt	13.6%	1.1	53	5.7%	i	58.1	nt	nt	nt	nt
CCOC(=O)C1(Cc2ccccc2)CCN(C2Cc3ccccc3C2)CC1	-0.1%	23.2%	3.9%	0.9	40	nt	i	31.1	1.8%	-2.9	710	17.5%
O=C(NNC(=O)C12CC3CC(CC(C3)C1)C2)c1ccncc1	-0.1%	-1.7%	4.8%	1.7	49	9.0%	i	35.8	-4.7%	-2.1	849	-4.7%
O=[N+]([O-])c1cccc(/C=N\N=C2c3ccccc3-c3ccccc32)c1O	1.1%	-1.7%	6.5%	5.0	47	?	i	0.1	-3.6%	0.5	536	-7.5%
CCN(CC)C(=O)c1sc(NC(=O)c2ccc(C)c([N+](=O)[O-])c2)c(C#N)c1C	-0.1%	-7.0%	4.8%	0.4	54	7.4%	i	45.2	-6.2%	nt	nt	7.4%
CCOC(=O)c1cc(-c2cccc([N+](=O)[O-])c2)n[nH]1	0.6%	-5.0%	8.8%	4.2	72	3.0%	i	28.3	5.3%	0.5	680	-0.5%
O=C(c1ccoc1)N1CCCC(N2CCN(c3cccc(C(F)(F)F)c3)CC2)C1 (stereo not given)	0.3%	7.6%	3.2%	2.5	50	12.9%	i	36.9	-3.5%	-7.5	710	-4.5%
CCc1cc2c(N[C@@H](Cc3ccccc3)C(=O)O)ncnc2s1	0.0%	-0.9%	9.7%	-0.7	54	14.4%	i	52.5	-3.5%	12.6	846	10.5%
OCCN1CCN(C(=S)Nc2ccc(SC(F)F)cc2)CC1	0.0%	-7.6%	0.7%	0.9	40	18.3%	i	15.4	-3.1%	13.9	705	-6.9%
N#Cc1ccc(Oc2cccc3cccnc23)c([N+](=O)[O-])c1	-0.2%	-0.5%	13.3%	1.7	86	-0.4%	i	57.6	-8.1%	-27.5	817	0.7%
COc1cccc(/C(=N/O)C2CC2c2ccc(Cl)cc2)c1 (stereo not given)	-0.3%	9.6%	2.5%	0.4	49	22.0%	i	57.9	-2.9%	-1.0	695	6.5%
